Hep lipid drop = hepatic lipid droplet formation modulation. AML12 mouse hepatocytes, oleate lipid droplets, BODIPY imaging. inhibition, % at 6.5 µM. 240,000 tested, 0.4% active;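 active = lipid droplet intensity inhibited by at least 50%, with more than 500 cells counted; inconclusive = wells with under 300 cells, treated as cytotoxic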
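System: AML12 hepatocytes (mouse). Probe or stimulus: oleic acid at 100 µM to induce lipid droplet formation. Times: overnight treatment with compound plus oleate. Detection: Image-based BODIPY and DAPI two-channel analysis. Evaluation: percent inhibition of filter-corrected integrated lipid droplet intensity per well.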
b-catenin transl = alters nuclear translocation of beta-catenin in HeLa cells. immunofluorescence imaging. nuclear translocation activity, % at 5 µM. 190,000 tested, 0.3% active. AID 1665;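 active = nuclear translocation activity above 50% at 5 µM, with a well cell count of 50 or more; inconclusive = wells under 50 cells across six images, flagged as toxic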;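 note: per-cell ratio of nuclear to cytoplasmic median beta-catenin stain intensity; plate controls were DMSO negative control for no effect and GSK-3 inhibitor IX positive control for full effect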
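Test system: human HeLa cells, endogenous beta-catenin. Times: 24 h compound exposure, 37°C. Measured by: beta-catenin immunofluorescence imaging with DAPI.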
Dynein cargo inh = dynein cargo transport inhibition. 220,000 tested, 0.47% active. z-score, hits read low. 3617.4 mouse cells, GR-EGFP nuclear translocation imaging; test concentration mostly 20 µM; stimulated with dexamethasone, 1 µM; stronger effect = lower value;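 active = plate z-score of nuclear minus cytoplasmic receptor signal below a set negative limit, without overly bright fluorescence or cell loss, cut at about -3.5 in these data, passing the limit was not always enough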;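 note: z-score of nuclear minus cytoplasmic ring GR-EGFP intensity difference per well; some compounds called inactive have numbers as strong as hits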
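Also added – dexamethasone, 1.0 µM final · Buffer or medium – tet-free, stripped-serum medium · Schedule – induction 48 h, compound 1 h, agonist 30 min · Detection – formaldehyde fixation, Hoechst nuclear stain, 10x automated fluorescence imaging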
Dynein cargo inh cytoplasmic EGFP = second read-out of Dynein cargo inh, no call of its own (marks repeat the call); z-score; measured here: cytoplasmic GR-EGFP intensity; stronger effect = higher value
Dynein cargo inh nuclear GR-EGFP = recorded beside Dynein cargo inh, whose call it bears; z-score; measured here: nuclear GR-EGFP intensity;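 lower value marks the stronger effect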
Dynein cargo inh cell count = also measured in Dynein cargo inh; calls as there; z-score; measured here: cell count per field
Hep lipid drop cells 6.5 µM = further read-out of Hep lipid drop, marked with its call; cell count; measured here: cell count, cytotoxicity flag;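 cells counted across two imaged fields per well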
b-catenin transl cell count 5 µM = second read-out of b-catenin transl, no call of its own (marks repeat the call); cell count; measured here: cell count, cytotoxicity flag
Numbers without * were called inactive; ? = inconclusive; / = no result given. Not all compounds are listed; count on the stated rates, not on these rows.

SMILES	Hep lipid drop	Hep lipid drop cells 6.5 µM	b-catenin transl	b-catenin transl cell count 5 µM	Dynein cargo inh	Dynein cargo inh cytoplasmic EGFP	Dynein cargo inh nuclear GR-EGFP	Dynein cargo inh cell count
O=C1NC(=Nc2cccnc2)S/C1=C/c1ccc(F)cc1	8.9	660	0.5	1222	-0.636	0.45	0.225	1.1
Cc1nn(C)cc1/C=N/NC(=O)CSc1ccccn1	23.2	684	-1.3	1360	-0.578	-0.232	-0.28	1.14
COC(=O)N1C/C=C\C(c2ccc(OC)cc2)N(Cc2ccc(F)cc2)C(=O)C1 (configuration not stated)	8.3	687	-1.8	1187	1.23	-0.687	0.525	-0.589
Cc1nn2c(NCCOCCO)c3c(nc2c1-c1ccccc1)CCC3	-17.8	618	-2.3	1424	0.328	-0.276	-0.0981	0.685
COc1ccc(-c2cc3ccccc3s2)cc1[C@H]1[C@H]2C=CC[C@@H](C)[C@@H]2C(=O)N1Cc1ccccc1	16.5	619	-0.6	1136	-0.528	-0.8	-0.095	-0.00765
COc1ccccc1-c1nnc(SCC(=O)Nc2ccc(S(N)(=O)=O)cc2)n1N	17.4	792	0.7	1240	-0.928	-0.253	-0.404	0.847
CCOC(=O)c1cnc(COc2ccc(OC)cc2)[nH]c1=O	-0.1	702	-1.7	1095	0.454	-0.254	0.116	0.452
C=CCNC(=S)N1CCN(c2ccccc2Cl)CC1	-1.3	660	-0.3	1352	1.1	-0.67	0.822	-1.08
C/C(=N\NC(=S)Nc1ccccc1)C1Cc2ccccc2C(=O)O1 (configuration not stated)	-16.6	638	0.0	1374	0.313	-0.256	0.568	0.192
CC#CCN1c2ccccc2[C@]23C[C@@H](C(=O)OC)N=C2NC(C(=O)OC)=C(C(=O)OC)[C@H]13	-30.7	615	1.1	1091	2.45	-0.117	2.07	-2
COc1cc(O)c(C(CC(=O)N2CCN(c3ccccc3)CC2)c2ccc3c(c2)OCO3)c(OC)c1 (configuration not stated)	-11.7	660	0.2	1162	0.331	-0.799	0.174	-0.432
CCc1ccc(Nc2c([N+](=O)[O-])c(=O)oc3ccccc23)cc1	29.6	653	2.3	1280	-0.984	-0.246	-0.446	0.156
COC(=O)c1cccc(C23CC4(C2)[C@H](CN(Cc2ccc(C(F)(F)F)cc2)[C@@H]4c2ccccc2)C3c2ccc(Cl)nc2)c1 (some centres not stated)	3.8	676	-1.6	1193	-0.816	-0.743	-0.224	0.283
Cc1cc(C(=O)NNC(=O)c2ccc(C(F)(F)F)cc2)no1	-1.9	673	-0.3	1294	0.465	-0.263	0.323	-0.0685
CCCCNC(=O)C(c1ccc(OCC(=O)OC)c(C(=O)OC)c1)N(CCc1ccccc1)C(=O)CCCCCN1C(=O)NC(c2ccc(-c3ccccc3)cc2)C(C(=O)OCc2ccccc2)=C1C (configuration not stated)	-28.6	753	1.9	1030	-0.00295	-0.3	0.0748	0.0838
CCN(CC)CCC(c1ccc2c(c1)OCO2)c1c(O)cc(OC)cc1OC (configuration not stated)	-2.4	689	-0.7	1154	0.32	-0.806	0.169	0.275
COC(=O)c1cc(NS(=O)(=O)c2ccc(C(C)C)cc2)ccc1N1CCOCC1	11.0	727	-1.4	1364	1.5	-0.244	0.867	-1.01
COc1cc(/C=C(\C#N)c2nc3ccccc3o2)ccc1O	-22.1	711	1.1	1309	5.01	-0.165	2.33	1.22
COCCNc1nc(-c2ccccc2)nc2c1oc1ccccc12	-1.9	739	-1.0	1365	-0.14	-0.217	0.305	-0.104
COc1ccc2[nH]c(C(=O)N(C)c3ccc(F)cc3F)cc2c1	15.6	748	-1.3	1084	0.347	-0.239	-0.0484	0.389
Cc1cc(C(=O)NNc2ccc(C(C)C)cc2)n(C(C)(C)C)n1	-37.1	630	-0.6	1342	-0.875	-0.264	-0.379	0.883
O=C(Nc1nnc(Cc2ccc(Cl)cc2)s1)c1ccncc1	0.3	748	1.0	1274	0.192	-0.258	0.105	-0.356
C[C@@H]1CC[C@]2(O[C@@H](CCO)C[C@@H](O)[C@@H]2O)O1	1.0	698	-1.9	1135	-0.208	-0.784	-0.139	-0.149
Cc1cc(C(=O)N2CCC(C)CC2)on1	-7.4	749	-1.2	1340	-0.788	-0.213	0.339	-0.0685
CCN(CC)CCN1CNC(=S)N(c2ccccc2OC)C1	4.1	748	-4.5	1205	-0.43	-0.179	-0.362	0.255
O=C(N/N=C/C(Br)=C\c1ccccc1)c1cccs1	-13.2	707	0.1	1245	-0.0376	-0.233	0.643	-0.14
CC(=O)NCCCC(=O)NNC1CC(=O)N(c2cccc(Cl)c2)C1=O (configuration not stated)	-5.3	694	0.8	1382	-0.154	-0.209	0.583	-0.813
FC(F)(F)COc1ccc(-c2nnc(SCc3ccccc3)o2)cn1	15.5	647	0.0	1134	1.27	0.000702	0.519	-0.544
COC(=O)c1c(C)oc(C)c1S(=O)(=O)Nc1ccc(C(C)C)cc1	-18.0	771	-1.4	1316	1.28	-0.281	0.749	-0.858
Cc1ccc(S(=O)(=O)NCCc2cccs2)cc1	-3.8	725	-2.9	1238	-1.12	-0.247	-0.574	0.569
O=C(CN1CCN(Cc2ccccc2)CC1)N/N=C/c1ccccc1F	15.6	711	1.7	1308	1.16	-0.217	1.3	-1.35
COc1cc(O)c(C(CCN2CCN(c3ccccc3)CC2)c2ccc(N(C)C)cc2)c(OC)c1 (configuration not stated)	32.9	715	-1.4	1119	-0.0742	-0.794	-0.00252	-0.224
Cn1nc(C(F)(F)F)c(-c2ccccc2)c1NC(=O)CCC(=O)O	-0.1	718	7.1	908	0.233	-0.271	0.0164	0.658
CCOC(=O)C1CCN(c2c(NCCCN3CCCCC3)c(=O)c2=O)CC1	2.5	681	-1.4	1354	-0.107	-0.244	0.827	-1.03
CC(=O)c1cnn(-c2c(Cl)cc(Cl)cc2Cl)c1C	6.1	711	-0.5	1379	0.785	-0.196	0.368	-0.284
CC1CCN(Cc2cc(=O)oc3cc4c(cc23)CCCC4)CC1	10.7	675	0.4	1275	0.00702	-0.221	0.391	0.192
COC(=O)c1cc(S(=O)(=O)Nc2ccsc2C(=O)OC)oc1C	-41.8	444	-2.1	1311	-0.69	-0.181	-0.267	0.667
COC(=O)c1ccc(S(=O)(=O)N2CCC(C(N)=O)CC2)n1C	-1.5	634	-0.8	1372	0.195	-0.154	0.201	-0.436
COc1ccc(C(CC(=O)N2CCCC(C)C2)c2c(OC)cc(OC)c3c(-c4ccccc4)cc(=O)oc23)cc1 (configuration not stated)	-7.9	638	-0.5	1218	0.405	-0.839	0.203	-0.00765
CCCCOc1ccc(CN=C(N)N)cc1Cl	31.5	742	4.2	1264	-0.449	-0.255	-0.154	0.273
COc1cccc(N2CN(CCc3ccccc3)CNC2=S)c1	-8.7	682	-3.4	1211	0.105	-0.181	-0.132	-0.149
NNC(=O)CS(=O)(=O)c1ccc(Cl)cc1	-12.8	678	0.3	1065	0.719	-0.236	0.236	0.138
O=C1CC(NNC(=O)c2ccc(Br)cc2)C(=O)N1 (configuration not stated)	-19.2	652	-0.1	1019	-1.35	-0.241	-0.768	1.54
CC(C)C(=O)NS(=O)(=O)c1ccc(NS(C)(=O)=O)cc1	7.4	709	0.9	1307	-1.05	-0.237	-0.613	0.883
COc1cc(OC)c(OC)cc1/C=C1\Oc2cc(OS(C)(=O)=O)ccc2C1=O	0.3	761	-1.5	1309	1.49	0.622	0.432	0.0302
Cc1ccsc1/C=N/n1cnnc1	1.4	731	1.5	1236	-0.101	-0.202	0.614	-0.409
CCCN(C(=O)C(=O)Nc1ccc2nc3n(c(=O)c2c1)CCCCC3)c1ccc(OCC)cc1	-4.8	701	-0.7	1406	-0.961	-0.275	-0.0656	1.95
Cc1cc(C)c(-n2c(SCCS(=O)(=O)c3ccc(F)cc3)n[nH]c2=O)c(C)c1	-38.9	687	-2.3	1227	-0.186	0.0268	-0.115	-0.0685
CCOc1ccc(-n2c(SCC(N)=O)nc3sc4c(c3c2=O)CCN(C)C4)cc1	6.3	733	-2.5	1162	0.665	-0.116	0.121	-0.777
COc1ccc(C2/C=C\CN(C(=O)C3CCCC3)[C@H](Cc3ccccc3)C(=O)N2Cc2ccc(F)cc2)cc1 (some centres not stated)	-15.0	729	0.6	1157	-0.371	-0.774	-0.13	0.208
COc1cc(OC)c2c(-c3ccccc3)cc(=O)oc2c1C(CCN1CCCC1)c1ccc2c(c1)OCO2 (configuration not stated)	34.1	665	-1.6	1119	0.758	0.027	0.444	-2
O=C(N/N=C/c1ccc([N+](=O)[O-])o1)c1cc2ccccc2o1	-0.5	683	-0.3	1388	-1.06	-0.193	-0.101	0.569
COc1ccccc1C1=NOC(COc2ccc3c(C)cc(=O)oc3c2)C1 (configuration not stated)	?	/	96.5*	449*	0.708	-0.244	0.27	-0.813
Nc1nonc1-n1nnc(C(=O)N/N=C/c2ccccc2Cl)c1COc1ccc(F)cc1	5.0	695	0.1	1318	0.0141	-0.172	0.552	-0.293
Nc1nonc1-n1nnc(C(=O)N/N=C/c2cccnc2)c1CSC1=NCCS1	5.6	677	2.7	1312	-1.29	-0.264	-0.592	0.82
COc1cc(C(=O)NC(=S)NNC(=O)c2ccc3c(c2)OCO3)cc(OC)c1OC	17.3	713	0.2	1297	-0.404	-0.207	0.345	0.0751
COCCN(Cc1ccco1)C(=O)Cn1ncc2c(=O)oc3ccccc3c21	-18.0	651	-0.3	1298	-0.172	-0.201	0.788	-0.634
Cc1onc(-c2ccccc2)c1-c1ccnn1S(=O)(=O)c1ccc(Cl)cc1	-18.2	669	-0.8	1144	-0.847	-0.273	-0.458	1.21
CC(/C=C\c1ccccc1)=C/C(=O)O	5.0	719	0.0	1302	1.6	-0.263	0.919	-0.751
O=C1C=CC(=O)N1c1cccc(-c2ccccc2)c1	-11.2	725	0.8	1339	-3.84*	2.15*	-1.64*	-1.94*
COc1ccc(Cn2c(-c3ccco3)nc3c(c(=O)c4ccccc4n3C)c2=O)cc1	-1.6	702	2.6	1275	-0.17	-0.163	0.34	1.45
CC(=O)Oc1ccc(N2C(=O)[C@@H]3[C@H](C2=O)[C@H]2c4ccccc4C=NN2[C@@H]3C(C)=O)cc1	1.9	774	0.8	1316	-0.662	-0.255	-0.296	0.416
